GDH-TPI counter: inhibits GDH-TPI coupling enzymes, artifact for Mtb FBA screen | GDH-TPI coupled enzyme counterscreen, NADH absorbance | inhibition, % at 4.8 µM | hit rate 1.2% among 360,000 | AID 588335;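 also: 0% = DMSO wells and 100% = wells lacking the enzyme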
Mtb UGM inh: blocks M. tuberculosis UGM enzyme; purified UGM, fluorescence polarization probe displacement; P9WIQ1; hit rate 0.06% among 320,000; inhibition, % at 10 µM; in the data active = inhibition above about 10%, passing the limit was not always enough; inconclusive = no clear call, values can overlap the other calls
Target sequence (P9WIQ1 whole entry, looked up): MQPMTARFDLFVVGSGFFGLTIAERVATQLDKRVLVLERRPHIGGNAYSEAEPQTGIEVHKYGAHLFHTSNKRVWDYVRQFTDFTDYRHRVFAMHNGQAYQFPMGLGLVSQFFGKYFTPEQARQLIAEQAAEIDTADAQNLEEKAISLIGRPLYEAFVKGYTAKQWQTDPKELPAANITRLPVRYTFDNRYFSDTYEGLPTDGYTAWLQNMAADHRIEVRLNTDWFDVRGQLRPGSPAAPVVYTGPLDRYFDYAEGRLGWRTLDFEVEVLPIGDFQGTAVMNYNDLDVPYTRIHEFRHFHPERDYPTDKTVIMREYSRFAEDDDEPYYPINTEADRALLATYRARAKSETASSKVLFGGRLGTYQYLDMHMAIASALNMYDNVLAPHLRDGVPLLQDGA
FadD28 binding: blocks FadD28 binding to the bisubstrate probe; fluorescence polarization; inhibition, % at 12.5 µM; hit rate 0.22% among 360,000; AID 588549; in the data active = inhibition above about 8.5%, passing the limit was not always enough; inconclusive = no clear call, values can overlap the other calls
PrPC surface inh: reduces human prion protein on the cell surface; P04156; cell surface PrPC, TR-FRET read-out; inhibition, % at 13.8 µM; hit rate 0.43% among 370,000; in the data active = inhibition above about 24%; also: 0% = median of the test wells and 100% = reference compound wells
BoNT F protease: inhibitors of Botulinum neurotoxin F light chain protease | hit rate 0.22% among 360,000 | AID 588497 | inhibition, % at 10 µM | Multiplex microsphere protease cleavage assay, flow cytometry; in the data active = inhibition above about 35%, passing the limit was not always enough; inconclusive = no clear call, values can overlap the other calls; also: plate controls were buffer without enzyme for full effect and enzyme alone for no effect
BoNT-A LC inh2: BoNT A light chain protease inhibition; multiplex microsphere protease substrate cleavage, flow cytometry; AID 588499; inhibition, % at 10 µM; hit rate 0.17% among 360,000; in the data active = inhibition above about 30%; inconclusive = no clear call, values can overlap the other calls; also: plate controls were buffer without enzyme for full effect and enzyme alone for no effect
BioA inh: BioA (M. tuberculosis) enzyme inhibition. purified M. tuberculosis BioA enzyme, plate reader. inhibition, % at 9.99 µM. hit rate 0.096% among 360,000; in the data active = inhibition above about 40%; inconclusive = no clear call, values can overlap the other calls
CCHF vOTU inh: CCHFV vOTU protease inhibition; hit rate 0.55% among 370,000; inhibition, % at 11.5 µM; Pep-AMC fluorescence; also: 0% = vehicle wells with enzyme and 100% = no enzyme wells
FBA Mtb inh: Mtb fructose-bisphosphate aldolase inhibition; inhibition, % at 1 µM; hit rate 2.3% among 360,000; AID 588726; P9WQA3; purified M. tuberculosis FBA, fluorescence read-out; in the data active = inhibition above about 27%;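 also: 0% = vehicle and 100% = reference inhibitor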
Target sequence (P9WQA3 whole entry, looked up): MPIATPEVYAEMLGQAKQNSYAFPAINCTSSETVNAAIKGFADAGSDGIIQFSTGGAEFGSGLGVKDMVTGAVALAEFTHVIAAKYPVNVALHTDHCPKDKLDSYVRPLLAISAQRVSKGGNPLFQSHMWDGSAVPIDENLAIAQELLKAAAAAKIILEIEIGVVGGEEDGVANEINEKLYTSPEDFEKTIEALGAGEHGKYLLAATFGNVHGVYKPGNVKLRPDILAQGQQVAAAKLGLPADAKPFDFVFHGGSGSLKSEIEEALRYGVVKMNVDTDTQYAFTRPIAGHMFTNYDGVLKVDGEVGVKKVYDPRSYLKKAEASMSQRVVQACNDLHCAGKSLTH
* = called active by the depositor; ? = inconclusive; / = no result given. Rule as the data show it, unless noted: active = inhibition above about 30%; inactive = the rest.

1) Cc1c(O)c(=O)n(-c2ccccc2)n1C
2) CCOC(=O)C1=C(C)N=c2s/c(=C/c3ccc(OCC(=O)O)cc3)c(=O)n2C1c1ccc(OC)cc1OC (configuration not stated)
3) CN(C)CCCNc1nc2cc(-c3cncnc3)sc2c(=O)n1C
4) CCOC(=O)c1c(NC(=O)CSc2nnc(CNC(=O)c3ccco3)n2C)sc2c1CCC2
5) c1ccc(CN2OCC3Cn4c(nc5ccccc54)C32)cc1 (configuration not stated)
6) COc1cc(C(=O)Oc2ccccc2N)cc(OC)c1OC
7) O=c1[nH]nc(Sc2ncnc3sccc23)n1CCc1ccccc1
8) COc1ccc(CNC(=O)C(=O)NCC2CCCO2)cc1 (configuration not stated)
assay / entry	1	2	3	4	5	6	7	8
GDH-TPI counter	-9	18	13	6	9	0	-4	4
Mtb UGM inh	0.0	-0.5	/	1.7	-1.3	2.1	1.3	2.2
FadD28 binding	1.0	-45	-3.3	-6.2	0.9	-2.5	-2.3	-3.9
PrPC surface inh	6	3	-23	1	3	-8	-5	-1
BoNT F protease	7	/	2	-10	-8	-7	1	-4
BoNT-A LC inh2	1.3	/	0.2	0.6	-0.6	-0.2	1.5	-0.3
BioA inh	-2.8	0.2	-1.1	-0.3	-4.2	3.8	-0.2	-1.7
CCHF vOTU inh	-8	-6	-5	14	10	14	-15	13
FBA Mtb inh	5	-1	3	-3	4	2	0	4

9) CC(On1c(-c2ccccc2)nc2ccc(Cl)cc21)C(=O)O (configuration not stated)
10) COc1cc(C2NC(=O)CCC2[N+](=O)[O-])cc(Br)c1OC (configuration not stated)
11) O=C(Nc1ccccc1-c1ccccc1)C1CCCC1
12) CCN1CCN(C(=O)Cc2coc3cc(C)cc(C)c23)CC1
13) O=C(NCc1cccc2ccsc12)c1cccs1
14) Cc1ccc(S(=O)(=O)NCCSc2nnnn2-c2ccccc2)cc1
15) Cc1ccc(CN2CCC3CCC(C3)C2)c(O)c1 (configuration not stated)
16) Cc1cccc(N(C(=O)c2snc(C(N)=O)c2N)C(C(=O)NCC2CCCO2)c2cccs2)c1 (configuration not stated)
assay / entry	9	10	11	12	13	14	15	16
GDH-TPI counter	7	-2	-4	9	10	8	-1	8
Mtb UGM inh	1.9	0.3	2.7	2.5	3.2	0.6	/	0.4
FadD28 binding	-1.6	-2.0	-4.9	-4.3	-0.8	-4.2	-3.3	-0.6
PrPC surface inh	-3	-8	0	-9	3	-2	3	-7
BoNT F protease	-7	4	-4	-5	2	-7	-9	-7
BoNT-A LC inh2	0.3	-0.1	0.1	-0.5	-0.1	-1.6	-0.6	-1.3
BioA inh	/	-0.7	/	0.4	4.2	0.8	-1.7	/
CCHF vOTU inh	-4	7	6	8	1	-4	-13	-18
FBA Mtb inh	7	1	0	0	7	0	-1	12

17) CCSCCNC(=O)c1cc(-n2cnnc2)ccc1Cl
18) CCCC1OC(c2cc3c(cc2Cl)OCO3)OCC1CC (configuration not stated)
19) CC(=O)Nc1ccc(OCC(O)Cn2c(C)nc3ccccc32)cc1 (configuration not stated)
20) Cn1c(=O)oc2cc(S(=O)(=O)N3CCCC(C(=O)NCC4COc5ccccc5O4)C3)ccc21 (configuration not stated)
21) COC(=O)c1ccc(OCC(=O)c2cccc(OC)c2)cc1
22) CCCn1c(Cc2ccccc2)n[nH]c1=S
23) S=c1[nH]nc(CSCCOc2ccc(Cl)cc2Cl)o1
24) CC12C(=O)N(NC(=O)c3ccncc3)C(=O)C1C1C=CC2C1 (configuration not stated)
assay / entry	17	18	19	20	21	22	23	24
GDH-TPI counter	5	9	4	5	2	-2	15	9
Mtb UGM inh	-1.2	/	2.0	-2.7	-2.7	-2.5	1.1	-0.2
FadD28 binding	-3.2	-7.6	-3.4	-0.7	-3.2	-3.2	-0.1	-3.9
PrPC surface inh	-2	-4	10	-4	0	-1	0	0
BoNT F protease	2	-5	-13	-6	-4	-1	-3	14
BoNT-A LC inh2	?	-0.4	-0.6	-1.4	-0.5	0.0	-0.5	0.9
BioA inh	-4.1	0.7	-0.4	0.0	/	/	-0.8	-1.0
CCHF vOTU inh	-2	-3	3	0	-3	1	7	13
FBA Mtb inh	0	-1	-6	1	0	1	0	0

25) CCCOc1ccc(C2C3=C(CCCC3=O)N(CC(=O)O)C3=C2C(=O)CCC3)cc1OCC
26) O=C(N=Nc1c(O)[nH]c2ccccc12)c1ccc(CN2CCOCC2)cc1
27) C=CCC[C@@H](Cc1ccc(F)cc1)C(=O)OC[C@H](Cc1c[nH]c2ccccc12)NC(=O)[C@@H](CC=C)CC(=O)N(CCO)Cc1ccccc1
28) CC(C)(C)c1ccc(C(=O)Nc2cccc3c(=O)[nH][nH]c(=O)c23)cc1
29) C#CCOCCOCCOCCNc1nc(N2CCOCC2)nc(N2CCN(C(=O)CCCCCCCCCCNC(=O)[C@@H]([C@H](C)O)n3cc(C)nn3)CC2)n1
30) O=C(NCCc1cccc(F)c1)/C(=C/c1cccnc1)NC(=O)c1ccccc1
31) CN1CCN(C(=O)CCN2C(=O)S/C(=C/c3ccc(Cl)cc3)C2=O)CC1
32) COc1ccccc1OCC(=O)NCCCn1ccnc1
assay / entry	25	26	27	28	29	30	31	32
GDH-TPI counter	16	11	-1	9	5	6	22	11
Mtb UGM inh	0.1	5.6	-1.8	2.6	2.4	0.9	-1.2	-2.4
FadD28 binding	0.0	-1.2	-7.0	-2.0	-1.1	-1.9	-2.1	-0.6
PrPC surface inh	-1	-49	5	2	-4	-10	-8	-2
BoNT F protease	/	-2	-4	16	-3	-2	-18	-3
BoNT-A LC inh2	/	0.3	0.1	2.1	-0.4	-0.3	-1.4	0.3
BioA inh	0.3	-0.9	-1.2	0.0	-0.6	/	/	/
CCHF vOTU inh	8	5	19	-7	-1	-3	-6	-5
FBA Mtb inh	2	-1	-2	7	6	1	0	0

33) O=C(Nc1ccc2nc(-c3cccnc3)[nH]c2c1)c1ccco1
34) Cc1cc(C)c(-c2c(O)c3c(n(C)c2=O)CC(C)(C)CC3=O)c(C)c1
35) O=C(C[C@H]1C[C@H](C(=O)N2CCCCC2)[C@@]2(CCc3ccccc3)c3[nH]c4cc(-c5ccco5)ccc4c3CCN2C1=O)NCCC1=CCCCC1
36) Cc1ccc2nc(N3CCC(C(=O)NC4CCCCC4)CC3)sc2c1
37) OC(COc1ccc(OCc2ccccc2)cc1)CN1CCOCC1 (configuration not stated)
38) CC1=C([N+](=O)[O-])C(c2ccc(Cl)cc2)NC(=O)N1 (configuration not stated)
39) CC(c1ccccc1)N1C(=O)NC(NC(=O)C(C)(C)C)(C(F)(F)F)C1=O (configuration not stated)
40) C=CCNc1nnc(SCC(=O)N2CCCCC2)c2ccccc12
assay / entry	33	34	35	36	37	38	39	40
GDH-TPI counter	29	2	16	2	2	5	4	12
Mtb UGM inh	-0.3	0.9	/	-3.6	-1.0	-3.1	0.7	3.6
FadD28 binding	-3.7	-0.5	-0.8	1.8	0.7	-2.5	-0.5	-1.8
PrPC surface inh	5	-2	/	0	1	-3	-2	-4
BoNT F protease	-5	-8	-4	7	5	5	-6	-9
BoNT-A LC inh2	-0.5	-1.2	0.0	0.6	0.0	0.5	0.1	9.9
BioA inh	33	/	-1.9	0.4	-1.3	0.3	/	-1.4
CCHF vOTU inh	6	1	/	6	-5	5	-7	4
FBA Mtb inh	-2	-1	18	0	-2	0	1	13

41) COc1ccc(-c2ccc3c(N)c(C(=O)NC(C)C)sc3n2)cc1OC
42) Cn1cc(CCNC(=O)CCc2nnc(CCCCc3ccccc3)o2)cn1
43) C=CCNCC(O)COc1ccc(C(C)=O)cc1OC (configuration not stated)
44) CCOc1ccc(Nc2cc(C)c3ccccc3n2)cc1
45) Nc1[nH]nc2nc(-c3ccccc3)[nH]c(=O)c12
46) CCNC(=O)C1CCCN(C(=O)c2cc(C)oc2C)CC1 (configuration not stated)
47) CCOC(=O)c1c(C)n(-c2ccc(C)cc2)c2ccc(OCC(O)CNCCCO)cc12 (configuration not stated)
48) Cc1ccc(CSc2nnc(NC(=O)C3COc4ccccc4O3)s2)cc1 (configuration not stated)
assay / entry	41	42	43	44	45	46	47	48
GDH-TPI counter	17	7	8	6	-3	-1	-6	5
Mtb UGM inh	-3.4	0.8	-2.9	-0.8	0.4	/	-0.8	2.4
FadD28 binding	-0.7	-2.0	-5.5	/	-0.8	-1.9	-5.4	-0.8
PrPC surface inh	-3	-2	-3	8	-2	1	-12	-4
BoNT F protease	?	9	-7	-24	-18	0	-22	-10
BoNT-A LC inh2	3.7	-0.8	-0.6	-3.8	1.6	-0.1	-1.2	-0.7
BioA inh	10	/	/	1.5	-0.8	4.1	/	0.7
CCHF vOTU inh	-2	-5	2	14	-21	0	-12	-2
FBA Mtb inh	2	-3	2	0	0	-3	0	1

49) Cc1ccc(OCCCC(=O)Nc2ccc(Br)cc2)cc1
50) COc1ccc(N2CCN(C(=O)c3ccc(Br)cc3)CC2)c([N+](=O)[O-])c1
51) CCC(CO)NCc1ccc(OCC(O)c2ccccc2)c(OC)c1 (configuration not stated)
52) COc1ccccc1-n1ccnc1SCC(=O)NCC1CCCO1 (configuration not stated)
53) CNS(=O)(=O)c1ccc(NC(=O)c2csc(C)c2)cc1
54) CS(=O)(=O)N1CCN(C(=O)c2ccncc2)CC1
55) CN(C(=O)COc1ncnc2sccc12)C1CCCCC1
56) CCC[C@@H](CN[C@@H](CNC)C(C)C)NCCCCc1ccccc1
assay / entry	49	50	51	52	53	54	55	56
GDH-TPI counter	9	0	-16	3	-11	5	-7	1
Mtb UGM inh	-0.5	-1.3	-1.9	-1.7	1.8	0.6	-0.5	4.7
FadD28 binding	0.1	-1.7	-3.9	-3.3	0.4	-3.1	-2.9	2.0
PrPC surface inh	5	-21	-6	1	-1	2	-4	-6
BoNT F protease	9	-5	3	-14	-2	3	6	-16
BoNT-A LC inh2	0.7	-1.1	0.2	-8.3	0.4	-0.2	0.8	-0.1
BioA inh	-1.2	/	-0.6	0.4	0.9	-0.4	-0.7	-0.4
CCHF vOTU inh	2	-6	-11	9	0	-7	-4	4
FBA Mtb inh	-2	0	0	0	0	3	0	0

Source: PubChem BioAssay (several laboratories)
